Source: PubChem
S100A4 MyoIIA = inhibitors of S100A4-myosin IIA peptide binding, primary screen, biochemical, fluorescence polarization, TAMRA-MyoIIA peptide. AID 652163, 2013. Protein S100-A4 (Homo sapiens), P26447. inhibition, % at 10.7 µM. 360,000 tested, 0.14% active;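 active = mean inhibition of at least 70% across replicates, with every replicate also reaching that level; inconclusive = mean inhibition reaches 70% but some replicates fall short; inactive = mean inhibition below 70%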
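Material: S100A4 monomer protein | Medium: HEPES pH 7.2 with CaCl2, KCl, NaCl, DTT, Triton | Reagent: Labelled myosin peptide probe, 5 nM | Doses: One dose per compound | Times: 5 min incubation before reading | Benchmarks: Neutral control DMSO, positive control TFP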
SIRT5 inh = SIRT5 desuccinylase inhibitors, primary screen, biochemical, fluorescence imaging, single point, set 5; NAD-dependent protein deacylase sirtuin-5, mitochondrial (Homo sapiens), Q9NXA8; Purified SirT5, succinyl-peptide AMC, trypsin-coupled fluorescence; inhibition, % at 15 µM; 330,000 tested, 1.1% active; AID 652115, 2013; in the data active = inhibition above about 15%; inconclusive = no clear call, values can overlap the other calls
DENV2 CPE = inhibitors of DENV2 cytopathic effect, primary screen, cell-based, plate reader, single concentration | DENV2-infected cells, cytopathic effect rescue | 350,000 tested, 1.7% active | CPE inhibition, % at 9.99 µM | AID 651640, 2012; in the data active = CPE inhibition above about 20%, passing the limit was not always enough; inconclusive = no clear call, values can overlap the other calls; tested in BHK-21 cells;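 also: 0% = median of neutral control wells and 100% = median of positive control wells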
E-sel inducer = E-selectin induction in HUVECs, primary screen, imaging, HUVEC, immunofluorescence imaging, single point; P16581; normalized: neutral wells 0, TNF-alpha wells 100; activation, % at 7.58 µM; 260,000 tested, 0.37% active;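 active = mean E-selectin-positive cell signal at least 10% of the positive control, reached in at least 60% of replicates, without over 20% cell loss; inconclusive = no rule given, readout overlaps actives, possibly toxicity-flagged; inactive = the rest, including those meeting only one limit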;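 also: in these data hits start at about 27%; measured in HUVEC primary endothelial cells; signal is the percent of cells scored E-selectin positive by PE staining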
Target sequence (P16581 whole entry, looked up): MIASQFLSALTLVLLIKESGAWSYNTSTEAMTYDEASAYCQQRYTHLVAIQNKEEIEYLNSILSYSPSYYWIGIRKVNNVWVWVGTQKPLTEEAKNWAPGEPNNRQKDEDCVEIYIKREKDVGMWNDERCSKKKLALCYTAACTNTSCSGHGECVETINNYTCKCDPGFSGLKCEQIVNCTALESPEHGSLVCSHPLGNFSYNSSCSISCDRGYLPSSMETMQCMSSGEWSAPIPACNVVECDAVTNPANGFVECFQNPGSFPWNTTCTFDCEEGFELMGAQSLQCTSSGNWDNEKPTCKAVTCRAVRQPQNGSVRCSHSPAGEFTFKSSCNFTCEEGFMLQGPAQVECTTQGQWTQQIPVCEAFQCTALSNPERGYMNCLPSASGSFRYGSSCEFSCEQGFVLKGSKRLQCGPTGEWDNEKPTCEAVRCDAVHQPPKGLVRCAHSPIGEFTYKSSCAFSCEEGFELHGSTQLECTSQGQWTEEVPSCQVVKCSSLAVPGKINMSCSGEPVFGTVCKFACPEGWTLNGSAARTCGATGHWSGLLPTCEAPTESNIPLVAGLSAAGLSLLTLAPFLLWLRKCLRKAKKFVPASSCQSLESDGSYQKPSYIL
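Read-out basis: % PE-positive cells; Test system: HUVEC primary endothelial cells; Technique: immunofluorescence imaging; Dosing: single-point compound dose.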
ERp5 inh = inhibitors of ERp5-driven insulin aggregation, primary screen, biochemical, turbidity, absorbance 650 nm, single point. 90 min. AID 651711, 2012. Protein disulfide-isomerase A6 (Homo sapiens), Q15084. inhibition, % at 9.99 µM. 350,000 tested, 0.05% active;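 active = mean replicate inhibition above about 25%, with every replicate also reaching it, limit read from the data, passing the limit was not always enough; inconclusive = only one of those two criteria met; inactive = neither criterion met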
Target sequence (Q15084 whole entry, looked up): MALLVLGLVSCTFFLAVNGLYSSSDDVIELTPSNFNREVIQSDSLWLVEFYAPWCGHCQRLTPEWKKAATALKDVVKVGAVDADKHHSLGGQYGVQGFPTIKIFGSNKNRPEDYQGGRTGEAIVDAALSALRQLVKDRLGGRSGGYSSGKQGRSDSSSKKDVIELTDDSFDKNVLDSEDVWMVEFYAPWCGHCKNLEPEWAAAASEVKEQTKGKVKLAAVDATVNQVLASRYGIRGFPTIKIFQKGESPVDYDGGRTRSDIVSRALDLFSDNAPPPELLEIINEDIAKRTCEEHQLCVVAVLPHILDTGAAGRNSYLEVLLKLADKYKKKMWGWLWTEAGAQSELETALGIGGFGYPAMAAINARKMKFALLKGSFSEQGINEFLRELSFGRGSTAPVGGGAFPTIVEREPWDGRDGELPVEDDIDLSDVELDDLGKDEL
PglD inh = C. jejuni PglD acetyltransferase inhibitors, primary screen, biochemical, DTNB colorimetric, single point | UDP-N-acetylbacillosamine N-acetyltransferase PglD (Campylobacter jejuni) | purified PglD enzyme, DTNB colorimetric CoA detection | inhibition, % at 12.5 µM | 360,000 tested, 0.098% active; in the data active = inhibition above about 16%, passing the limit was not always enough; inconclusive = no clear call, values can overlap the other calls; also: strong numbers were not always called active
Statin myotox sup = suppressors of statin myotoxicity in C2C12 myotubes, primary screen, cell-based, single point, plate reader; AID 602340, 2012; C2C12 myotubes + simvastatin, ATP luminescence, 48 h; scaled: DMSO 0, geranylgeraniol control 100; 330,000 tested, 0.78% active; rescue of ATP level, % at 7.49 µM;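 active = mean ATP rescue above about 67%, or every replicate alone reaching that limit, limit read from the data, passing the limit was not always enough; inconclusive = no clear call, values can overlap the other calls; inactive = mean under the limit and some replicate under it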;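 also: myotubes were challenged with 10 µM simvastatin during compound exposure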
The depositor's hits bear a star; ? = inconclusive; · = not tested or not shown.

#1 Cc1noc(C)c1NC(=O)N(C)C[C@@H]1Oc2cc(C#CCC(C)C)ccc2S(=O)(=O)N([C@H](C)CO)C[C@H]1C
#2 O=C(NCc1cccnc1)c1nc(-c2ccc(C(F)(F)F)cc2)no1
#3 CCOc1ccc(CCNC(=O)CCC(=O)N2CCOc3ccccc32)cc1OCC
#4 CN1C(=O)[C@H]2[C@@H](c3ccc(C(F)(F)F)cc3)N[C@]3(CCCN(Cc4ccc(C(F)(F)F)cc4)C3=O)[C@H]2C1=O
#5 COc1ccc(C(C(C(=O)c2cccs2)N2CCOCC2)N2CCOCC2)cc1OC (centres undefined)
#6 C=CCN(CC=C)S(=O)(=O)c1ccc2nc(NC(=O)C3CCCO3)sc2c1 (centres undefined)
#7 C[C@H](CO)N1C[C@H](C)[C@@H](CN(C)Cc2ccc(Oc3ccccc3)cc2)Oc2ncc(-c3ccncc3)cc2C1=O
#8 CC(=O)c1cccc(-c2ccnc3c2CC(C(=O)Nc2ccc(C(C)C)cc2)O3)c1 (centres undefined)

assay / entry,1,2,3,4,5,6,7,8
S100A4 MyoIIA,4,15,-1,-2,·,-3,-4,-2
SIRT5 inh,-1,0,-5,1,·,9,2,-3
DENV2 CPE,?,1,14,4,·,·,-10,0
E-sel inducer,-0.1,-0.1,·,-0.1,1.6,0.1,0.1,-0.3
ERp5 inh,7,0,-4,-4,·,-6,-4,-15
PglD inh,4,·,-4,-5,-2,·,-2,-2
Statin myotox sup,2,·,6,10,7,·,-38,-4

#9 CCOC(=O)N1CCN(c2ccc(C(F)(F)F)cn2)CC1
#10 C/C(Cn1nnc([N+](=O)[O-])n1)=N\NC(=O)c1ccc(O)cc1O
#11 CCCCC(=O)Nc1ccc(NC(=S)NC(=O)c2cccs2)cc1OC
#12 CN1C(=O)c2cc(NC(=O)c3ccc(F)cc3)ccc2OC[C@@H]2O[C@@H](CC(=O)NCC3CCCCC3)CC[C@@H]21
#13 CCOc1ccccc1N(CC(=O)OC)S(C)(=O)=O
#14 Cc1ccc(S(=O)(=O)N(C)C[C@H]2OCCCC[C@@H](C)Oc3ccc(NS(C)(=O)=O)cc3C(=O)N([C@H](C)CO)C[C@H]2C)cc1
#15 Cc1ccc(C)c(NC(=O)C2CCCN2S(=O)(=O)c2ccc3c(c2)n(C)c(=O)c(=O)n3C)c1 (centres undefined)
#16 CS(=O)(=O)Cc1ccc(C(=O)NC2CCCc3ccccc32)cc1 (centres undefined)

assay / entry,9,10,11,12,13,14,15,16
S100A4 MyoIIA,0,-24,-9,1,-1,-3,6,0
SIRT5 inh,-4,1,-2,6,0,1,-2,-3
DENV2 CPE,4,0,0,-3,-2,2,5,-4
E-sel inducer,0.7,-1.9,0.9,0.0,·,-0.1,-1.6,0.0
ERp5 inh,0,-2,2,-4,2,-4,11,-1
PglD inh,4,·,·,0,-4,-3,0,0
Statin myotox sup,-7,·,·,10,5,·,-7,6

#17 CN1CCC(=NNC(=O)c2cc(-c3ccc(Cl)cc3)n[nH]2)CC1
#18 COc1ccccc1CC(=O)N1CCN(c2ccc(F)cc2)CC1
#19 CCOc1cc(CN2CCN(c3ncccn3)CC2)ccc1OC
#20 O=C(C[C@H]1C[C@@H]2c3cc(NC(=O)CC4CC4)ccc3O[C@@H]2[C@@H](CO)O1)NCc1ccccc1
#21 O=C(NCCc1cccc(F)c1)C1CCN(S(=O)(=O)c2ccccc2)CC1
#22 CCCNC(=O)N[C@@H]1CC[C@@H](CC(=O)NC2CCCCC2)O[C@H]1CO
#23 C[C@@H]1CN(c2ccc(N3CCN(C(=O)OC(C)(C)C)C[C@H]3C)cc2C#N)CCN1Cc1ccccc1
#24 CC(=O)Nn1cc2c(=O)n(C)c(=O)n(C)c2c1

assay / entry,17,18,19,20,21,22,23,24
S100A4 MyoIIA,-5,3,1,10,-2,-13,16,-2
SIRT5 inh,11,1,1,8,0,1,·,1
DENV2 CPE,8,4,-3,-8,8,5,-7,·
E-sel inducer,-0.5,·,·,-0.3,-0.1,0.2,1.8,·
ERp5 inh,-3,-6,2,-8,-2,3,-1,0
PglD inh,4,·,-7,-2,8,1,·,0
Statin myotox sup,·,·,2,-2,1,0,·,7

10 structures already listed, ordered by molar mass, ascending.
#9 CCOC(=O)N1CCN(c2ccc(C(F)(F)F)cn2)CC1
#19 CCOc1cc(CN2CCN(c3ncccn3)CC2)ccc1OC
#2 O=C(NCc1cccnc1)c1nc(-c2ccc(C(F)(F)F)cc2)no1
#22 CCCNC(=O)N[C@@H]1CC[C@@H](CC(=O)NC2CCCCC2)O[C@H]1CO
#11 CCCCC(=O)Nc1ccc(NC(=S)NC(=O)c2cccs2)cc1OC
#8 CC(=O)c1cccc(-c2ccnc3c2CC(C(=O)Nc2ccc(C(C)C)cc2)O3)c1 (centres undefined)
#20 O=C(C[C@H]1C[C@@H]2c3cc(NC(=O)CC4CC4)ccc3O[C@@H]2[C@@H](CO)O1)NCc1ccccc1
#4 CN1C(=O)[C@H]2[C@@H](c3ccc(C(F)(F)F)cc3)N[C@]3(CCCN(Cc4ccc(C(F)(F)F)cc4)C3=O)[C@H]2C1=O
#1 Cc1noc(C)c1NC(=O)N(C)C[C@@H]1Oc2cc(C#CCC(C)C)ccc2S(=O)(=O)N([C@H](C)CO)C[C@H]1C
#14 Cc1ccc(S(=O)(=O)N(C)C[C@H]2OCCCC[C@@H](C)Oc3ccc(NS(C)(=O)=O)cc3C(=O)N([C@H](C)CO)C[C@H]2C)cc1

assay / entry,9,19,2,22,11,8,20,4,1,14
S100A4 MyoIIA,0,1,15,-13,-9,-2,10,-2,4,-3
SIRT5 inh,-4,1,0,1,-2,-3,8,1,-1,1
DENV2 CPE,4,-3,1,5,0,0,-8,4,?,2
E-sel inducer,0.7,·,-0.1,0.2,0.9,-0.3,-0.3,-0.1,-0.1,-0.1
ERp5 inh,0,2,0,3,2,-15,-8,-4,7,-4
PglD inh,4,-7,·,1,·,-2,-2,-5,4,-3
Statin myotox sup,-7,2,·,0,·,-4,-2,10,2,·

(listing goes on)
#25 O=C(CCNC(=O)c1ccco1)Nc1ccc(Cl)c(C(F)(F)F)c1
#26 O=C(CN1C(=O)/C(=C/c2ccccc2)Sc2ccccc21)NCCCN1CCOCC1
#27 Cc1[nH]c2ccccc2c1CC(=O)Nc1ccc(Nc2cccnc2)c(-c2ccc(Oc3ccccc3)cc2)c1
#28 O=C(N/N=C/c1ccc(Cl)c([N+](=O)[O-])c1)c1ccc2c(c1)OCCO2
#29 C[C@@H]1CN([C@H](C)CO)C(=O)Cc2cc(NC(=O)Nc3ccc(C(F)(F)F)cc3)ccc2O[C@@H]1CN(C)C
#30 O=C(c1cccc(N2C(=O)C3C4C=CC(C4)C3C2=O)c1)N1CCN(c2ccccc2Cl)CC1 (centres undefined)
#31 COc1cccc(NC(=O)c2cc([N+](=O)[O-])ccc2NC(=O)CNCC2CCCO2)c1 (centres undefined)
#32 Cn1cnnc1SCC(=O)Nc1ccc(Cl)cc1

assay / entry,25,26,27,28,29,30,31,32
S100A4 MyoIIA,-1,0,-4,-7,7,-5,3,-1
SIRT5 inh,1,0,·,-7,0,0,-1,6
DENV2 CPE,-1,10,-10,·,10,-3,-3,15
E-sel inducer,0.1,·,1.3,-0.3,·,·,-0.7,0.9
ERp5 inh,-1,-1,-3,3,-3,-2,1,4
PglD inh,-5,-1,·,-3,-4,-1,·,-2
Statin myotox sup,5,-1,·,-25,-29,3,·,8

#33 CO[C@H]1CN(C)C(=O)c2cc(NC(=O)Nc3cccc(Cl)c3)ccc2OC[C@@H](C)NC[C@@H]1C
#34 O=C(C[C@H]1CC[C@H](NC(=O)c2cccnc2)[C@@H](CO)O1)NCCN1CCCCC1
#35 CC(=O)c1cccc(NC(=O)Cn2c(=O)oc3cc(S(=O)(=O)N4CCCC4)ccc32)c1
#36 C[C@H]1CN([C@@H](C)CO)C(=O)c2cc(NS(=O)(=O)c3ccccc3)ccc2O[C@@H]1CN(C)C(=O)Nc1ccc(F)cc1
#37 COc1ccc(OC)c(/C=N/NC(=O)c2cc3c(OC)c(OC)ccc3[nH]2)c1
#38 COC(=O)/C=C1\OCc2cc(OC)c(OCc3ccccc3)cc21
#39 COc1ccc(NC(=O)Nc2cccc3c2O[C@@H](CN(C)S(=O)(=O)c2ccccc2)[C@@H](C)CN([C@H](C)CO)C3=O)cc1
#40 COc1ccc(C#Cc2ccc([C@H]3[C@@H](CO)N4CCCCN(S(=O)(=O)c5ccccc5)C[C@@H]34)cc2)cc1

assay / entry,33,34,35,36,37,38,39,40
S100A4 MyoIIA,-1,-32,-3,3,1,13,5,-7
SIRT5 inh,2,-5,0,1,0,-2,1,2
DENV2 CPE,-3,-4,5,1,-2,-9,-2,82*
E-sel inducer,-0.2,0.0,0.3,0.8,1.3,0.1,0.2,-0.2
ERp5 inh,2,0,4,11,5,0,10,-2
PglD inh,4,1,2,-1,·,·,0,-4
Statin myotox sup,-40,4,14,-8,·,·,-4,-5

#41 N#C/C(=C\c1cccn1S(=O)(=O)c1ccccc1)S(=O)(=O)c1ccc(F)cc1
#42 COCC(=O)N(C)C[C@@H]1Oc2ncc(-c3ccc(F)cc3)cc2C(=O)N([C@H](C)CO)C[C@H]1C
#43 CCOC(=O)N1CCN(Cc2ccc(OCC(O)CN3CCCCC3)cc2)CC1 (centres undefined)
#44 Cc1ccc2c(c1)C(c1ccccc1)N(C(=O)c1ccccc1)CC(=O)N2 (centres undefined)
#45 Cc1cccc(C(=O)NC(C)C2CC3CCC2C3)c1 (centres undefined)
#46 C[C@@H]1CN([C@@H](C)CO)C(=O)c2cc(NS(=O)(=O)c3ccc(F)cc3)ccc2O[C@@H]1CN(C)Cc1ccc(Cl)c(Cl)c1
#47 CCOc1ccc(S(=O)(=O)N2CCC(C(=O)NC3CCCC3)CC2)cc1
#48 Cc1cccc(NC(=S)N2CCn3cccc3C2c2cccnc2)c1 (centres undefined)

assay / entry,41,42,43,44,45,46,47,48
S100A4 MyoIIA,-6,-11,-37,-1,2,-6,-5,-4
SIRT5 inh,4,5,-5,0,1,-1,-4,1
DENV2 CPE,5,1,5,3,5,-4,8,18
E-sel inducer,0.2,0.2,·,0.1,·,-14,0.0,·
ERp5 inh,-10,8,-3,-1,6,-5,-11,4
PglD inh,1,-4,-1,·,-4,-2,-1,·
Statin myotox sup,-7,-2,-7,·,·,28,·,·

#49 CC1CCC(NC(=O)CCNC(=O)c2ccc(Br)cc2)CC1 (centres undefined)
#50 CCCCCCCCNS(=O)(=O)CCNC1CC1
#51 C[C@@H]1CN([C@H](C)CO)C(=O)c2cc(-c3cccc(F)c3)cnc2O[C@@H]1CN(C)S(=O)(=O)c1cccc(F)c1
#52 NC(=O)c1ccc(N2CCN(c3ccccc3F)CC2)c([N+](=O)[O-])c1
#53 N#C[C@H]1[C@H](c2ccc(C3=CCCCC3)cc2)[C@H](CO)N1C(=O)NC1CCCC1

assay / entry,49,50,51,52,53
S100A4 MyoIIA,-7,-7,4,8,-2
SIRT5 inh,-3,-4,-7,-9,5
DENV2 CPE,8,8,1,-3,-5
E-sel inducer,2.9,-0.1,0.0,4.7,-0.7
ERp5 inh,11,-11,6,2,-1
PglD inh,1,0,-2,·,·
Statin myotox sup,-10,16,-12,·,·

The list is partial; rates above refer to the full screens.
